# KCNQ1 inh: human KCNQ1 channel inhibition; P51787; CHO-K1 KCNQ1, FluxOR thallium flux fluorescence; stronger effect = higher value; B-score at 10 µM; hit rate 1.3% among 310,000; AID 2642;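 active = compounds whose thallium flux B-score, printed positive for inhibition, exceeds three library SD while starting fluorescence stays within three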;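 also: channel opened by potassium depolarization with thallium stimulus after 20 min compound exposure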
# KCNQ1 act: human KCNQ1 channel potentiation or activation; AID 2648; P51787; B-score at 10 µM; CHO-K1 KCNQ1, thallium flux FluxOR fluorescence; stronger effect = higher value; hit rate 0.35% among 310,000;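 active = fluorescence ratio B-score, a plate-corrected score, at least three library SD, with initial intensity B-score within 5 SD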
#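 assay system = KCNQ1-transfected CHO-K1 cells | medium = assay buffer with matched DMSO | probe or stimulus = depolarizing K+/Tl+ stimulus, K2SO4 and Tl2SO4 each 12.5 mM in 5x stock | dosing = single dose | incubation = dye 90 min, compound 20 min, room temperature | detection = kinetic FluxOR fluorescence, 10 s baseline plus 110 s post-stimulus | evaluation = ratio B score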
# RGS4 pot: potentiators or activators of RGS4. HEK293 M3R/inducible RGS4, carbachol calcium flux Fluo4; stronger effect = lower value. B-score at 10 µM. hit rate 0.92% among 310,000;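 active = B-score of the integrated calcium signal more than 4 SD below the library mean, with starting fluorescence not abnormally high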;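 also: negative B-score means reduced calcium response which marks RGS4 activation or potentiation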
#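 test system = M3R-expressing HEK293 line, RGS4 induced by doxycycline | probe or stimulus = carbachol at ECmax as muscarinic agonist stimulus | timing = dye loading 30 min 37 °C, buffer rest 30 min RT | signal = calcium dye Fluo4 fluorescence | evaluation = B score from integrated fluorescence ratio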
# KCNK3 inh: human KCNK3 channel inhibition, primary screen; O14649; CHO-KCNK3 thallium flux, FluxOR fluorescence; stronger effect = lower value; B-score at 10 µM; hit rate 0.84% among 340,000; AID 602410;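 active = B-score under library mean minus 4 SD, starting fluorescence ratio at most library mean plus 5 SD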;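 also: more negative B-score means stronger inhibition of thallium flux through KCNK3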
# TMEM16A act: mouse TMEM16A channel activation, primary screen. B-score at 10 µM. Q8BHY3. hit rate 0.3% among 340,000. AID 623877. HEK293 TMEM16A/YFP-H148Q/I152L, iodide quench fluorescence; stronger effect = lower value;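 active = fluorescence-ratio B-score plate-corrected deviation score at least 3 library SD below zero, with starting fluorescence score within 5 deviations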;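 also: channel opened by trigger with iodide after compound preincubation; score built on the fluorescence ratio of max minus min over baseline; more negative score means more quench and so TMEM16A activation or potentiation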
# Target sequence (Q8BHY3 whole entry, looked up): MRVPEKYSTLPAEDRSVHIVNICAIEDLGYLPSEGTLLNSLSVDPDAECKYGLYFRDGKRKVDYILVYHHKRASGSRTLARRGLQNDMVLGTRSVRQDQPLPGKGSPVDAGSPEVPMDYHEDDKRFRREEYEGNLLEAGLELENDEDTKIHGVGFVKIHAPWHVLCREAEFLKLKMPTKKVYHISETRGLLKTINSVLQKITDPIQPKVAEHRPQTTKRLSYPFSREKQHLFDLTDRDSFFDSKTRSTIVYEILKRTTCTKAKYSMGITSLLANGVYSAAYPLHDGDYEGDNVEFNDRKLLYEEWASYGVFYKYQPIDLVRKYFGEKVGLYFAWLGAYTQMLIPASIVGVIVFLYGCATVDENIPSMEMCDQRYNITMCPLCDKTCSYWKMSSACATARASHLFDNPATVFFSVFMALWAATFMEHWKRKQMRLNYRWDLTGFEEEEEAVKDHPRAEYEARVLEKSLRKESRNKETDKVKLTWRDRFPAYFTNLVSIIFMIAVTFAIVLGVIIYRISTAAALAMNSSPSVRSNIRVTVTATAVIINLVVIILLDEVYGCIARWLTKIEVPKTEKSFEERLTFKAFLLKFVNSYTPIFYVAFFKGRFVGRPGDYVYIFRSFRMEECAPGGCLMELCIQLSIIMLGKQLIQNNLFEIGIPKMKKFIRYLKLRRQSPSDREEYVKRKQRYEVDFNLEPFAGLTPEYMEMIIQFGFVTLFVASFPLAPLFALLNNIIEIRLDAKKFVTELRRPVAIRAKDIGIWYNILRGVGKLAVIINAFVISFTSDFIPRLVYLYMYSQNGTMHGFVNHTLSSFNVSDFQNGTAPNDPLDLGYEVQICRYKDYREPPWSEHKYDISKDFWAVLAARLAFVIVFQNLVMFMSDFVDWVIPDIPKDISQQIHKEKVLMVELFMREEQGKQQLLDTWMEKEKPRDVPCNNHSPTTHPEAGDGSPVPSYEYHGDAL
# hERG protect: hERG (human) protection from proarrhythmic block | hit rate 0.51% among 310,000 | Q12809 | activation (rescue from dofetilide block), less the hit threshold, % at 10 µM | CHO-hERG, FluxOR thallium flux, dofetilide IC70 present;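 active = activation above the mean of controls blocked by dofetilide plus 5 SD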;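 also: thallium influx through hERG after potassium depolarization seen as dye fluorescence rise; in these data hits start at about 4.7%; inactives centre near -7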
# SKKanGAS inh: blocks kanamycin growth of S. pyogenes SKKanGAS strain. BacTiter-Glo, 6 h. inhibition, % at 7.5 µM. hit rate 1.3% among 300,000. AID 1662;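 active = mean replicate score, as percent of positive control median, at least 50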;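 also: strain carries kanamycin resistance gene driven by streptokinase promoter and grows in 40 µg/ml kanamycin; loss of luminescence reflects streptokinase promoter inhibition or plain growth inhibition; 0% = median of DMSO wells and 100% = positive control at its reference dose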
# HDAC3 inh: inhibitors of human histone deacetylase 3. O15379. recombinant HDAC3, fluorogenic peptide/trypsin coupled, fluorescence. inhibition, % at 8.3 µM. hit rate 0.15% among 320,000; in the data active = inhibition above about 26%, passing the limit was not always enough
# KCNK9 inh: inhibitors of human KCNK9 two-pore domain potassium channel; Q9NPC2; HEK293 KCNK9, FluxOR thallium flux fluorescence; stronger effect = lower value; B-score at 10 µM; hit rate 1.2% among 310,000;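 active = ratio B-score over 3 SD below the library mean, with starting fluorescence within 5 SD of its mean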;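 also: negative B-score means less thallium flux so channel inhibition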
# RGS4 block: human RGS4 inhibition; P49798; HEK293 M3R/RGS4 inducible, Fluo-4 calcium flux; stronger effect = higher value; triggered by carbachol at its EC20; B-score at 10 µM; hit rate 0.45% among 310,000; AID 463165;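 active = B-score, a plate-corrected calcium signal, over three deviations above library mean, with baseline fluorescence within five deviations of library mean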;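 also: RGS4 expression induced by doxycycline in cells with stable M3 receptor; B-score is computed from the integrated fluorescence ratio over baseline after carbachol; higher B-score means a larger calcium signal and so more RGS4 inhibition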
# ANO1 block: inhibitors of mouse TMEM16A calcium-activated chloride channel | HEK293 TMEM16A/YFP iodide influx fluorescence, ionomycin | normalized B-score (activity score, 25-100; higher = stronger inhibition) at 10 µM | hit rate 1.2% among 310,000 | AID 588511;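 active = ratio plate-corrected score three or more library SD toward inhibition, starting fluorescence score within five deviations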;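 also: score derived from kinetic fluorescence span divided by baseline fluorescence per well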
# * hit, by the source's call; i = inactive; x = no result given. The order is random; overall some 6.3% were active at least once.
SMILES,KCNQ1 inh,KCNQ1 act,RGS4 pot,KCNK3 inh,TMEM16A act,hERG protect,SKKanGAS inh,HDAC3 inh,KCNK9 inh,RGS4 block,ANO1 block
Cc1ccc(OCC(O)Cn2c(N3CCCCC3)nc3c2c(=O)[nH]c(=O)n3C)cc1 (stereo not given),i,i,i,i,i,-5,0,-2,i,i,i
O=C(c1cccc(Cl)c1)N1CCC(=O)N(C(COCc2ccccc2)Cc2ccccc2)CC1 (stereo not given),i,i,i,i,i,-15,9,7,i,i,i
CC(CCc1ccccc1)NC(=O)CSc1nnnn1C (stereo not given),i,i,i,i,i,-6,2,-1,i,i,i
COc1cc(OC)cc(-c2oc3cccnc3c2C#CCCO)c1,i,i,i,i,i,-9,-14,-28,i,i,i
CCOc1ccccc1NC(=O)C1=C(C)NC(=S)NC1c1cccs1 (stereo not given),i,i,i,i,i,-7,-4,-1,i,i,i
C[C@H](NC(N)=O)C(=O)OCC(=O)NCc1cccs1,i,i,i,i,i,-2,-3,4,i,i,i
CC1CCC(NC(=O)C2CCN(C(=O)NC3CCCCC3)CC2)CC1 (stereo not given),i,i,i,x,x,-2,3,x,i,i,x
COC(=O)Cn1c(=O)n(CCc2ccccc2)c(=O)c2c3c(sc21)CCCC3,i,i,-7.8*,i,i,-10,-6,3,i,i,i
CC(OC(=O)/C=C/c1ccc2ccccc2n1)C(=O)NCc1ccccc1 (stereo not given),i,i,i,i,i,-15,-8,15,i,i,i
O=C(NC1CCCC1)c1ccc(COCC(F)(F)C(F)F)o1,i,i,i,i,i,-3,-11,-4,i,i,i
Cc1c(NS(=O)(=O)c2ccc(Cl)c(C(=O)OC(C)C(=O)NCc3ccco3)c2)c(=O)n(-c2ccccc2)n1C (stereo not given),i,i,i,i,i,-26,-15,4,i,i,i
CC(=O)C1=C(O)C(=O)N(c2nnn(C)n2)C1c1cccs1 (stereo not given),i,i,i,i,i,-10,-4,9,i,i,i
CCCCCOc1ccc(C(=O)C(c2ccccc2)N2CCOCC2)cc1 (stereo not given),i,i,i,i,i,-11,5,1,i,i,i
COc1cc(NC(=O)Cn2c(=O)n(CC3CCCO3)c(=O)c3cc(OC)c(OC)cc32)cc(OC)c1 (stereo not given),i,i,i,i,i,-10,1,-1,i,i,i
O=S(=O)(Nc1cccc(-c2cn3cccnc3n2)c1)c1ccc(Cl)cc1,i,i,i,i,i,0,1,-19,i,i,i
CCCOc1ccc(/C=C/C(=O)Nc2ccc([N+](=O)[O-])cc2C)cc1,i,i,i,i,i,-6,2,1,i,i,i
COc1cc(C(=O)NC2CCCCC2)ccc1OCc1ccc(Cl)cc1Cl,i,i,i,i,i,-5,7,x,i,i,i
CC(C)C(=O)NC(=S)Nc1ccccc1C(F)(F)F,i,i,i,i,i,-11,4,-6,i,i,i
COc1cc(OC)cc(C(=O)Nc2cccc3c2CCCC3)c1,i,i,i,i,i,-10,-2,-2,i,i,i
CC(=O)Nc1ccc(S(=O)(=O)NCC(=O)OCc2cc(=O)oc3ccc4ccccc4c23)cc1,i,i,i,i,i,-13,2,-40,i,i,i
CC(=O)OC[C@]1(OC(C)=O)C[C@@]23CC[C@H]4[C@@](C)(CCC[C@@]4(C)C(=O)O)[C@@H]2CC[C@@H]1C3,i,i,i,i,i,-8,6,-9,i,i,i
C=CCN1C(=O)C2(C(C(=O)c3ccc(C)o3)=C(O)C(=O)N2CCCN2CCOCC2)c2ccccc21 (stereo not given),i,i,i,i,i,-4,-13,-1,i,i,i
Cc1ccc(CN(C(=O)Cn2nnc3ccccc32)C(C(=O)NCc2ccco2)c2cccs2)cc1 (stereo not given),i,i,i,i,i,-14,14,-1,i,i,i
c1ccc(-c2csc(Nc3ccccn3)n2)cc1,i,i,i,i,i,-8,2,6,i,i,i
N/C(CCN1CCOCC1)=N/O,i,i,i,i,i,-17,2,-3,i,i,i

# The list continues.
SMILES,KCNQ1 inh,KCNQ1 act,RGS4 pot,KCNK3 inh,TMEM16A act,hERG protect,SKKanGAS inh,HDAC3 inh,KCNK9 inh,RGS4 block,ANO1 block
Cc1ccc(-n2c(SCC(=O)N3CC(=O)Nc4ccccc43)nc3ccccc3c2=O)cc1C,i,i,i,i,i,-15,10,2,i,i,i
O=C(c1cc2ccccc2o1)N1CCN=C1SCc1cccnc1,i,i,i,i,i,-8,-2,-4,i,i,i
CSCc1c(C(=O)NCCc2ccccn2)oc2ccccc12,i,i,i,i,i,-12,-3,1,i,i,i
Cc1cc(C(=O)NC(C)c2ccc3c(c2)OCO3)cs1 (stereo not given),i,i,i,i,i,-7,-2,4,i,i,i
CCC(C)Sc1nc(O)cc(=O)[nH]1 (stereo not given),i,i,i,i,i,-3,-7,6,i,i,i
Cc1csc(NC(=O)C2C3C=CC(C3)C2C(=O)O)n1 (stereo not given),i,i,i,i,i,5.4*,1,-6,i,i,i
CC(C)C[C@H](N)c1nnc(SCc2ccc(Cl)cc2)o1,i,i,i,i,i,-8,-3,4,i,i,i
O=C(Nc1nccs1)c1cn(-c2ccccc2)nc1-c1ccncc1,i,i,i,i,i,-11,4,2,i,i,i
O=C(COC(=O)c1ccco1)Nc1ccc(Br)cc1,i,i,i,i,i,-6,2,3,i,i,i
Cc1ccc(NC(=O)CS(=O)CC(=O)N(C(C)C(=O)NC2CCCCC2)C(C)(C)C)cc1 (stereo not given),i,i,i,i,i,-4,-3,2,i,i,i
COc1ccc(N2CCN(S(=O)(=O)c3c(C)[nH]c(C)c3C(=O)N3CCCC3)CC2)cc1,i,i,i,i,i,-5,5,3,i,i,i
O=c1oc(-c2ccccc2)nc2c1cnn2-c1ccccc1,i,i,i,i,i,-6,-11,3,i,i,i
Cc1ccc(CNC(=O)CCc2c(C)[nH]c(=O)c(C#N)c2C)cc1,i,i,i,i,i,-7,0,2,i,i,i
COc1ccc(OC)c(NC(=O)NCc2ccc(F)cc2)c1,i,i,i,i,i,-13,2,0,i,i,i
O=C(COC(=O)c1cc(-c2cccs2)nc2ccccc12)NCc1ccco1,i,i,i,i,i,-19,4,-5,i,i,i
Cc1ccc2c(c1)C1(SCCS1)C(=O)N2,i,i,i,i,i,-12,-10,6,i,i,i
CCn1ccnc1CNC(=O)c1ccc2oc(C(C)C)nc2c1,i,i,-8.2*,i,i,-8,-1,-4,i,i,i
CCCCOc1ccc(C(=O)N2CCCC2C(=O)O)cc1 (stereo not given),i,i,i,i,i,-6,5,-4,i,i,i
COCc1cc(=O)n2[nH]c(-c3ccco3)cc2n1,i,i,i,i,i,-2,10,-7,i,i,i
Cc1ccc(S(=O)(=O)N(CC(=O)NCc2ccccn2)c2ccc(Cl)cc2)cc1,i,i,i,i,i,-7,16,-1,i,i,i
CCOc1ccccc1CSc1nc2ccccc2[nH]1,i,i,i,i,i,-6,-3,0,i,i,i
CCc1c(C)sc(NC(=O)c2cc(CC(C)C)on2)c1C#N,i,i,i,i,i,-6,1,-7,i,i,i
Cc1cccnc1NC(=O)NC(=O)c1ccc(C(C)(C)C)s1,i,i,i,i,i,-6,-1,0,i,i,i
Cc1cc(C)nc(NS(=O)(=O)c2ccc(NC(=O)CN3C(=O)C4CC=CCC4C3=O)cc2)n1 (stereo not given),i,i,i,i,i,-7,2,-1,i,i,i
COc1ccc(-c2noc(C3CCCN(S(=O)(=O)c4cccc(Cl)c4)C3)n2)cc1OC (stereo not given),i,i,i,i,i,-12,5,-6,-8.1*,i,i

# Going on with the list.
SMILES,KCNQ1 inh,KCNQ1 act,RGS4 pot,KCNK3 inh,TMEM16A act,hERG protect,SKKanGAS inh,HDAC3 inh,KCNK9 inh,RGS4 block,ANO1 block
COC(=O)C1=C(C)N(c2cccc(Cl)c2)C(=O)C1,i,i,i,i,i,-10,-2,-6,i,i,i
COc1ccc(N(C)C(=O)Cc2c(C(=O)O)[nH]c3ccccc23)cc1,i,i,i,i,i,-8,1,-10,i,i,i
Cc1sc2ncnc(N3CCC(C(=O)NCC(=O)Nc4ccc(F)c(F)c4)CC3)c2c1C,i,i,i,i,i,-16,53*,0,i,i,i
CCCCn1c(N)c(N(CCC(C)C)C(=O)C2=COCCO2)c(=O)[nH]c1=O,i,i,i,i,i,-6,0,-3,i,i,i
O=S(=O)(c1cnc[nH]1)N1CCc2ccccc21,i,i,i,i,i,-14,2,-3,i,i,i
Cc1cc(C)n2c(SCC(=O)Nc3c(C)n(C)n(-c4ccccc4)c3=O)nnc2n1,i,i,i,i,i,-6,-15,-1,i,i,i
CCCCOC(=S)NC(=O)c1sc2ccccc2c1Cl,i,53*,i,i,i,31*,26,3,i,i,i
CC1CCCC(N2C(=O)NC(NC(=O)c3ccco3)(C(F)(F)F)C2=O)C1C (stereo not given),i,i,i,i,i,-7,0,8,i,i,i
CCOCCOC(=O)C1=C(C)N(C)C(=O)NC1c1ccccc1Cl (stereo not given),i,i,i,i,i,-10,-3,3,i,i,i
CN(CC(=O)Nc1ccc(F)cc1)C(=O)COC(=O)CN1C(=O)NC2(CCCC2)C1=O,i,i,i,i,i,-5,5,9,i,i,i
CCCCNS(=O)(=O)c1ccc(S(=O)(=O)N2CCC3(CC2)OCCO3)cc1,i,i,i,i,i,-10,-2,-2,i,i,i
Fc1cccc(CCN2C(=S)NC[C@@H]2Cc2ccccc2)c1,i,i,i,i,i,-3,2,-9,i,i,i
Cn1cccc1Cc1nnc(SCC(=O)Nc2ccc(Cl)cc2)n1-c1ccc(F)cc1,i,i,i,i,i,-9,-7,4,i,i,i
COc1cc(/C=C/C(=O)OCC(=O)N2CC3(C)CC2CC(C)(C)C3)ccc1O (stereo not given),i,i,i,i,i,-2,-9,1,i,i,i
O=C(CN1CCc2ccccc2C1)Nc1cc(S(=O)(=O)N2CCOCC2)ccc1N1CCCC1,i,i,i,i,i,-8,1,1,i,i,i
Cc1ccc(OCC(=O)NCc2ccco2)c([N+](=O)[O-])n1,i,i,i,i,i,-3,-4,6,i,i,i
O=C(COC(=O)/C=C/c1ccc2c(c1)OCO2)NC1CCS(=O)(=O)C1 (stereo not given),i,i,i,i,i,-17,1,-3,i,i,i
CCOC(=O)C1=C(C)NC(=O)NC1C1CC=CCC1 (stereo not given),i,i,i,i,i,-12,2,x,i,i,i
Cc1cccc(NCc2nc(-c3ccccc3)no2)c1,i,i,i,i,i,-13,10,-2,i,i,i
